CIT2-GFP yeast = yeast TOR pathway CIT2-GFP modulation; 320,000 tested, 0.065% active; AID 2029; GFP response vs DMSO, % at 10 µM; S. cerevisiae CIT2-GFP strain, flow cytometry, 3 h; 100 means same as DMSO wells;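 active = GFP response relative to DMSO above a set limit, near the screen mean plus 3 SD, cut at about 150% in these data; inconclusive = Fewer than 70 cells measured for a yeast strain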;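 note: ratio of well median GFP fluorescence to mean of DMSO wells on the plate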
MEX-5 binding = C. elegans MEX-5 TCR-2 RNA binding activity | Q9XUB2 | MEX-5/FITC-TCR2 RNA binding, fluorescence polarization; stronger effect = lower value | activity score (negative = inhibition of binding), % at 10 µM | 300,000 tested, 0.38% active | AID 1832;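 active = inhibition past about -25% in most replicates, and total fluorescence under double the plate's negative control median, limit read from the data; inconclusive = replicates evenly split on the limit, or fluorescence at least double controls; inactive = too little inhibition in most replicates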;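 note: 0% = DMSO and -100% = 5 µM competing unlabeled TCR2 RNA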
Bcl-xL primary = inhibitors of human Bcl-xL. GST-Bcl-xL / FITC-Bim BH3 peptide fluorescence polarization. 320,000 tested, 0.7% active. inhibition, % at 10.9 µM. Q07817. AID 2129;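 active = inhibition above the mean of all tested compounds plus 3 SD, cutoff set per campaign, cut at about 30% in these data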;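 note: 0% = DMSO wells and 100% = unlabeled Bim-BH3 peptide competitor; inhibitors lower millipolarization by displacing the labeled peptide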
Target sequence (Q07817 whole entry, looked up): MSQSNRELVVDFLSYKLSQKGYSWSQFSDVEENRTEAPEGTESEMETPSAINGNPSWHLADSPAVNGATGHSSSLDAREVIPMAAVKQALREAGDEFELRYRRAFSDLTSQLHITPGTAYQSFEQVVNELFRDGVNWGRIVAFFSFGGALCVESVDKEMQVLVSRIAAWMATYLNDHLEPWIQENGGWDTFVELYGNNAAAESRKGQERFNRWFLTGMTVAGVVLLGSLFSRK
GLD-1 TGE inh = GLD-1-TGE RNA interaction inhibition (C. elegans) | Q17339 | purified GLD-1 + fluorescein TGE RNA, fluorescence polarization | inhibition, % at 5.96 µM | 320,000 tested, 0.44% active;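 active = percent inhibition above a per-plate cutoff, the plate mean of test compounds plus 3 SD, cut at about 30% in these data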;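 note: 0% = DMSO wells with GLD-1 and probe and 100% = wells lacking GLD-1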
VLA-4 inh = inhibition in a human VLA-4 binding assay | P13612 | VLA-4 expressing cells, ligand binding flow cytometry | inhibition, % (about 7 µM as worked out from the volumes in the protocol) | 330,000 tested, 0.2% active | AID 2557; in the data active = inhibition above about 50%
GRK2 inh = blocks RNA aptamer binding to human GRK2; P25098; bead flow cytometry, FAM-aptamer displacement from GRK2; inhibition of aptamer binding, % at 10 µM; 330,000 tested, 0.59% active; AID 488847;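 active = inhibition of aptamer binding above 40%, roughly 3 SD of noise, on plates passing a quality check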;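 note: median bead fluorescence of bound FAM aptamer so fluorescent compounds give negative values; no value below 0 was filed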
Target sequence (P25098 whole entry, looked up): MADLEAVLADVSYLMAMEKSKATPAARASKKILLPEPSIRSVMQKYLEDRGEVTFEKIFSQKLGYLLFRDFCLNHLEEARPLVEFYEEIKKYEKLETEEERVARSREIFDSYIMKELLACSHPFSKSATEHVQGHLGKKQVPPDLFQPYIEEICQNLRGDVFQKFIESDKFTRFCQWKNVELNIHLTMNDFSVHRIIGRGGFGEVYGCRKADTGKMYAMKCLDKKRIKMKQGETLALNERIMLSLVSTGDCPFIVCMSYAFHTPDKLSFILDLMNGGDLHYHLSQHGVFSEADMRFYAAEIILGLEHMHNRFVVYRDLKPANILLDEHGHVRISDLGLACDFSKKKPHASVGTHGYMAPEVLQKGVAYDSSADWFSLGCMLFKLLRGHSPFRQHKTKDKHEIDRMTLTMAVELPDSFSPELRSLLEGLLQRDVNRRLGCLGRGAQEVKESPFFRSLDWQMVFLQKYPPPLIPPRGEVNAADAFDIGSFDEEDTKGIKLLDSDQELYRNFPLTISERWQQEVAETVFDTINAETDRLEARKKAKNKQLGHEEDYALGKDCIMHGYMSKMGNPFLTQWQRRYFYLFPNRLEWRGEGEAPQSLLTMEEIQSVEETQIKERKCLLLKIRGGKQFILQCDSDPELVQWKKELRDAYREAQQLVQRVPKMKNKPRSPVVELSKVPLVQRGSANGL
Fam108B inh = blocks mouse Fam108B hydrolase in RBBP9 counter-screen; recombinant Fam108B, FP-Rh probe fluorescence polarization; inhibition, % at 9.51 µM; 300,000 tested, 0.33% active; AID 1947;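 active = inhibition above the screen mean inhibition plus 3 SD, computed separately per campaign, cut at about 18% in these data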;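 note: inhibitors lower polarization as less probe binds the enzyme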
AGP1-GFP MLPCN = yeast TOR pathway AGP1-GFP modulation. S. cerevisiae AGP1-GFP multiplex flow cytometry, 3 h; GFP as percent of DMSO wells. GFP response vs DMSO, % at 10 µM. 320,000 tested, 0.02% active;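 active = GFP response relative to DMSO above a set limit, near screen average plus 3 SD, cut at about 150% in these data; inconclusive = fewer than 70 cells counted for the yeast strain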;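 note: median GFP channel fluorescence of the gated AGP1 strain per well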
MCL1 BIM primary = MCL1-BIM-BH3 interaction inhibition (human); GST-MCL1 / FITC-Bim-BH3 fluorescence polarization; 320,000 tested, 0.68% active; Q07820; inhibition, % at 10.9 µM;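 active = inhibition above the mean inhibition of all tested compounds plus 3 SD, set per campaign, cut at about 40% in these data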;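 note: 0% = DMSO wells and 100% = unlabeled Bim-BH3 peptide control; higher means more loss of mP so more displacement of Bim peptide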
* hit, by the source's call. Not a hit list. Share with any hit: about 2.2%.

How did COc1ccc2sc(NC(=O)CC(C)C)nc2c1 do in these assays?
MEX-5 binding: 1.2; Bcl-xL primary: 1; GLD-1 TGE inh: 3; VLA-4 inh: 8; GRK2 inh: 3; Fam108B inh: -5; AGP1-GFP MLPCN: 104; MCL1 BIM primary: 4

Results for CCOc1ccccc1NC(=O)C(NCC1CCCCC1)c1ccccc1 (stereo unspecified) ?
CIT2-GFP yeast: 101; MEX-5 binding: 2.7; Bcl-xL primary: 10; GLD-1 TGE inh: 1; VLA-4 inh: -10; GRK2 inh: 6; Fam108B inh: 1; AGP1-GFP MLPCN: 112; MCL1 BIM primary: 2

What do the screens show for `O=C(O)c1nccnc1C(=O)Nc1ccccc1N1CCOCC1`?
CIT2-GFP yeast: 95; MEX-5 binding: -3.2; Bcl-xL primary: -6; GLD-1 TGE inh: -4; VLA-4 inh: -13; GRK2 inh: 0; Fam108B inh: -4; AGP1-GFP MLPCN: 99; MCL1 BIM primary: 2

Results for CCOC(=O)N1CCN(S(=O)(=O)c2ccc(F)c(C(=O)Nc3cccc(Cl)c3C)c2)CC1 ?
CIT2-GFP yeast: 108; MEX-5 binding: -1.0; Bcl-xL primary: 3; GLD-1 TGE inh: 2; VLA-4 inh: 0; GRK2 inh: 5; Fam108B inh: -3; AGP1-GFP MLPCN: 99; MCL1 BIM primary: 6

How did O=C(CN1C(=O)c2cccc3cccc(c23)C1=O)NCCCO do in these assays?
CIT2-GFP yeast: 98; MEX-5 binding: 1.7; Bcl-xL primary: -3; GLD-1 TGE inh: 2; VLA-4 inh: -2; GRK2 inh: 0; Fam108B inh: 1; AGP1-GFP MLPCN: 97; MCL1 BIM primary: 2

Results for CC(Oc1ccccc1)C(=O)N1CCN=C1SCc1ccccc1 (stereo unspecified) ?
CIT2-GFP yeast: 61; MEX-5 binding: -2.0; Bcl-xL primary: -5; GLD-1 TGE inh: -4; VLA-4 inh: 4; GRK2 inh: 0; Fam108B inh: -5; AGP1-GFP MLPCN: 81; MCL1 BIM primary: -4

What do the screens show for `CS(=O)(=O)N(CC(=O)NCc1ccc2c(c1)OCO2)Cc1ccc(Cl)cc1`?
CIT2-GFP yeast: 107; MEX-5 binding: -2.1; Bcl-xL primary: 5; GLD-1 TGE inh: 2; VLA-4 inh: 0; GRK2 inh: 2; Fam108B inh: -1; AGP1-GFP MLPCN: 106; MCL1 BIM primary: -7

How did CCCCNC(=O)c1cc([N+](=O)[O-])[nH]n1 do in these assays?
CIT2-GFP yeast: 98; MEX-5 binding: -3.3; Bcl-xL primary: 5; GLD-1 TGE inh: 1; VLA-4 inh: -4; GRK2 inh: 0; Fam108B inh: 1; AGP1-GFP MLPCN: 107; MCL1 BIM primary: 3

What do the screens show for `Cc1ccc2c(c1)-n1c(nc3cc(Cl)ccc3c1=O)C(CC(C)C)NC2=O` (stereo unspecified)?
CIT2-GFP yeast: 95; GLD-1 TGE inh: 4; VLA-4 inh: 13; GRK2 inh: 1; AGP1-GFP MLPCN: 91

Results for CCSc1nnc(C)n1-c1ccc(C(=O)O)cc1 ?
CIT2-GFP yeast: 105; MEX-5 binding: 0.9; Bcl-xL primary: -8; GLD-1 TGE inh: -2; VLA-4 inh: 13; GRK2 inh: 0; Fam108B inh: 3; AGP1-GFP MLPCN: 102; MCL1 BIM primary: -11

How did O=C(CN1CCCCC1)NC1CCc2cc3c(cc21)CCC3 (stereo unspecified) do in these assays?
CIT2-GFP yeast: 107; Bcl-xL primary: 5; GLD-1 TGE inh: -2; VLA-4 inh: -3; GRK2 inh: 0; Fam108B inh: 5; AGP1-GFP MLPCN: 99; MCL1 BIM primary: 2

Results for O=C(NC1CCCCC1)C(=S)N1CCOCC1 ?
CIT2-GFP yeast: 103; MEX-5 binding: -4.1; Bcl-xL primary: 3; GLD-1 TGE inh: -1; VLA-4 inh: 19; GRK2 inh: 0; Fam108B inh: -1; AGP1-GFP MLPCN: 99; MCL1 BIM primary: 0

The final 2 entries of the section before are carried over, then new ones follow:
How did O=C(CN1CCCCC1)NC1CCc2cc3c(cc21)CCC3 (stereo unspecified) do in these assays?
CIT2-GFP yeast: 107; Bcl-xL primary: 5; GLD-1 TGE inh: -2; VLA-4 inh: -3; GRK2 inh: 0; Fam108B inh: 5; AGP1-GFP MLPCN: 99; MCL1 BIM primary: 2

Results for O=C(NC1CCCCC1)C(=S)N1CCOCC1 ?
CIT2-GFP yeast: 103; MEX-5 binding: -4.1; Bcl-xL primary: 3; GLD-1 TGE inh: -1; VLA-4 inh: 19; GRK2 inh: 0; Fam108B inh: -1; AGP1-GFP MLPCN: 99; MCL1 BIM primary: 0

Results for CC1CCCCC1N1CN=C(Nc2nc3ccccc3s2)NC1 (stereo unspecified) ?
CIT2-GFP yeast: 115; MEX-5 binding: 0.3; Bcl-xL primary: 2; GLD-1 TGE inh: 4; VLA-4 inh: -5; GRK2 inh: 0; Fam108B inh: 6; AGP1-GFP MLPCN: 107; MCL1 BIM primary: 1

What do the screens show for `C/C=C(/C)C(=O)O[C@@H]1[C@H](OC(=O)C=C(C)C)c2c(ccc3ccc(=O)oc23)OC1(C)C`?
CIT2-GFP yeast: 88; MEX-5 binding: -1.9; Bcl-xL primary: 6; GLD-1 TGE inh: -3; VLA-4 inh: 6; GRK2 inh: 1; Fam108B inh: 0; AGP1-GFP MLPCN: 93; MCL1 BIM primary: 10

What do the screens show for `OCc1nc2ccccc2n1CCCCOc1ccccc1`?
CIT2-GFP yeast: 89; MEX-5 binding: 1.6; Bcl-xL primary: -3; GLD-1 TGE inh: 2; VLA-4 inh: 4; GRK2 inh: 4; Fam108B inh: -2; AGP1-GFP MLPCN: 93; MCL1 BIM primary: -6

What do the screens show for `O=C(CSc1nccc(-c2cccs2)n1)Nc1ccc(Cl)cc1`?
CIT2-GFP yeast: 104; MEX-5 binding: -0.8; Bcl-xL primary: 10; GLD-1 TGE inh: -1; VLA-4 inh: -1; GRK2 inh: 2; Fam108B inh: -2; AGP1-GFP MLPCN: 106; MCL1 BIM primary: 4

What do the screens show for `Cn1nc(C(C)(C)C)c([N+](=O)[O-])c1C(=O)N1CCOCC1`?
CIT2-GFP yeast: inconclusive; MEX-5 binding: -1.1; Bcl-xL primary: 6; GLD-1 TGE inh: 11; VLA-4 inh: 5; GRK2 inh: 4; Fam108B inh: 3; AGP1-GFP MLPCN: inconclusive; MCL1 BIM primary: 2

Results for Cc1cc(NC(=O)C2CC(=O)N(c3cccc(Cl)c3)C2)no1 (stereo unspecified) ?
CIT2-GFP yeast: 104; MEX-5 binding: -0.6; Bcl-xL primary: -2; GLD-1 TGE inh: -4; VLA-4 inh: 11; GRK2 inh: 2; Fam108B inh: -2; AGP1-GFP MLPCN: 98; MCL1 BIM primary: 2

Results for Cc1ccc(S(=O)(=O)N(C)C)cc1NC(=O)COC(=O)CCC1CCCC1 ?
CIT2-GFP yeast: 98; MEX-5 binding: 1.1; Bcl-xL primary: 2; GLD-1 TGE inh: 5; VLA-4 inh: 4; GRK2 inh: 0; Fam108B inh: 3; AGP1-GFP MLPCN: 101; MCL1 BIM primary: -3

What do the screens show for `Cc1ccc(C)c(NC(=O)COc2cccc3c2CCN(Cc2ccccc2C)C3=O)c1`?
CIT2-GFP yeast: 110; MEX-5 binding: 2.2; Bcl-xL primary: 4; GLD-1 TGE inh: 3; VLA-4 inh: -11; GRK2 inh: 0; Fam108B inh: -3; AGP1-GFP MLPCN: 110; MCL1 BIM primary: 4

How did NC(=O)Nc1ccc(C(=O)OCC(=O)N2CCc3ccccc3C2)cc1 do in these assays?
CIT2-GFP yeast: 91; Bcl-xL primary: -3; GLD-1 TGE inh: 3; VLA-4 inh: 14; GRK2 inh: 2; AGP1-GFP MLPCN: 107; MCL1 BIM primary: -7

Results for COc1ccc(CNC(=O)CSc2nnc(C(F)(F)F)n2C)cc1 ?
CIT2-GFP yeast: 93; MEX-5 binding: -0.5; Bcl-xL primary: 3; GLD-1 TGE inh: 4; VLA-4 inh: -10; GRK2 inh: 0; Fam108B inh: -2; AGP1-GFP MLPCN: 114; MCL1 BIM primary: -4

Results for COc1ccc(N(C)S(=O)(=O)c2cccc(C(=O)NC3CCCCCC3)c2)cc1 ?
CIT2-GFP yeast: 101; MEX-5 binding: -2.2; Bcl-xL primary: 1; GLD-1 TGE inh: 7; VLA-4 inh: 2; GRK2 inh: 0; Fam108B inh: 1; AGP1-GFP MLPCN: 111; MCL1 BIM primary: 3

Results for CCc1ccccc1NS(=O)(=O)c1ccc(SC)cc1 ?
CIT2-GFP yeast: 85; MEX-5 binding: 0.4; Bcl-xL primary: 4; GLD-1 TGE inh: -4; VLA-4 inh: 5; GRK2 inh: 0; Fam108B inh: -2; AGP1-GFP MLPCN: 93; MCL1 BIM primary: 8

What do the screens show for `Cc1c(O)cc2n(c1=O)-c1ccc(Cl)cc1C2(C)C`?
CIT2-GFP yeast: 96; MEX-5 binding: -0.5; Bcl-xL primary: 1; GLD-1 TGE inh: 2; VLA-4 inh: 3; GRK2 inh: 1; Fam108B inh: -3; AGP1-GFP MLPCN: 107; MCL1 BIM primary: 3

What do the screens show for `CCn1c(N)c(C(=O)NCCCOC)sc1=S`?
CIT2-GFP yeast: 95; MEX-5 binding: -1.5; Bcl-xL primary: 4; GLD-1 TGE inh: 2; VLA-4 inh: 5; GRK2 inh: 6; Fam108B inh: -4; AGP1-GFP MLPCN: 99; MCL1 BIM primary: 10

What do the screens show for `CCCc1[nH]nc2c1C1(C(=O)N(CC)c3ccccc31)C(C#N)=C(N)O2` (stereo unspecified)?
CIT2-GFP yeast: 94; MEX-5 binding: -1.0; Bcl-xL primary: 0; GLD-1 TGE inh: 5; VLA-4 inh: 7; GRK2 inh: 0; Fam108B inh: -2; AGP1-GFP MLPCN: 101; MCL1 BIM primary: -4

How did C=CCn1c(C)cc(C(=O)CSc2ccc(NC(C)=O)cc2)c1C do in these assays?
MEX-5 binding: 0.1; Bcl-xL primary: 0; GLD-1 TGE inh: 2; VLA-4 inh: 7; GRK2 inh: 0; Fam108B inh: -1; AGP1-GFP MLPCN: 102; MCL1 BIM primary: -3

How did NC(=O)c1ccc(-n2nnnc2SCC(=O)Nc2ccc(N3CCOCC3)c(Cl)c2)cc1 do in these assays?
CIT2-GFP yeast: 97; MEX-5 binding: -1.8; Bcl-xL primary: 3; GLD-1 TGE inh: -3; VLA-4 inh: -5; GRK2 inh: 0; Fam108B inh: 1; AGP1-GFP MLPCN: 97; MCL1 BIM primary: 5

Results for COc1ccc(C2C3=C(CC(C)(C)CC3=O)Oc3ncn(Cc4ccco4)c(=N)c32)cc1 (stereo unspecified) ?
CIT2-GFP yeast: 90; MEX-5 binding: -4.4; Bcl-xL primary: -6; GLD-1 TGE inh: 0; VLA-4 inh: 9; GRK2 inh: 6; Fam108B inh: -1; AGP1-GFP MLPCN: 89; MCL1 BIM primary: -6

Results for COc1ccc(-c2ccc(-c3noc(-c4ccco4)n3)c(OC)n2)cc1 ?
CIT2-GFP yeast: 87; MEX-5 binding: -1.1; Bcl-xL primary: -17; GLD-1 TGE inh: -16; VLA-4 inh: -12; GRK2 inh: 4; Fam108B inh: -12; AGP1-GFP MLPCN: 94; MCL1 BIM primary: -21

What do the screens show for `CC1CN(S(=O)(=O)c2ccc(C(=O)OCc3ccc(C#N)cc3)cc2)CC(C)O1` (stereo unspecified)?
CIT2-GFP yeast: 93; Bcl-xL primary: 1; GLD-1 TGE inh: 9; VLA-4 inh: 0; GRK2 inh: 2; AGP1-GFP MLPCN: 90; MCL1 BIM primary: 2
